IMPase inh – cell-permeable inhibitors of inositol monophosphatase (IMPase); P97697; CHO-M1 cells, IP1 accumulation, HTRF TR-FRET ratio; inhibition (IP1 accumulation), % at 46.1 µM; 120,000 tested, under 10 active; active means well fitted curve in the direction sought with a large enough effect in the signal ratio, not every such curve was filed as active; inconclusive means small, poorly fitted or top-dose-only effect, or a change in a side signal; inactive means no such curve, though single readings can be large or run the other way; the % refers to the signal ratio;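 further: cells stimulated with carbachol in lithium chloride buffer; plate controls were DMSO basal wells for no effect and reference inhibitor wells for full effect; higher means more IMPase inhibition seen as more IP1 and lower FRET ratio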
Target sequence (P97697 whole entry, looked up): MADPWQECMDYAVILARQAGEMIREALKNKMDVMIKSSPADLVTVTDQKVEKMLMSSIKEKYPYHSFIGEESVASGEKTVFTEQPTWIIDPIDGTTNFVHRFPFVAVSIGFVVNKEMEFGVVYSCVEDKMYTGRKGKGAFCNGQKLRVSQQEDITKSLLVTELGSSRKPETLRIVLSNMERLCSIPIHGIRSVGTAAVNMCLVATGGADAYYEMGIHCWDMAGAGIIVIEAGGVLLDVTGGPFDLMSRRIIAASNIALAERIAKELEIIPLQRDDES
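Elevated IP1 in lysates lowers TR-FRET signal (665/620 ratio and 620 channel reported). Cells were CHO-M1, given carbachol (50 uM as added) plus 50mM LiCl, pH 7.4, 30 min, 37C; compounds titrated up to 46 uM; AC50 by Hill equation.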
Active calls of the source: *; ? = inconclusive. Some of the compounds tested (hit frequency here may not be typical).

SMILES	IMPase inh
COc1ccccc1N1CCN(CC(O)COc2ccc(C)cc2C(C)(C)C)CC1 (stereo not drawn)	1
COc1cccc(NC(c2nnc(-c3ccccc3)o2)c2ccc(F)cc2Cl)c1 (stereo not drawn)	-3
CCOc1ccc(-c2nc3ccccc3c(=O)o2)cc1	?
CCOc1ccc(CNCCNC(=O)c2nonc2N)cc1	-4
COc1ccc(Cl)cc1NC(=O)Cn1nc(C(F)(F)F)c2c1CCC2	7
CCCNc1c(NC(=O)c2ccc(OCCC)cc2)c(=O)oc2ccccc12	2
COc1ccccc1NC(=O)Cn1c(=O)n(CC2CCC(C(=O)NCCc3ccccc3)CC2)c(=O)c2ccccc21 (stereo not drawn)	-18
C=C(C)Cn1c(SCC(=O)Nc2cccc(C)c2)nc2sc3c(c2c1=O)CCCC3	6
CC(C)NS(=O)(=O)c1ccc(OCC(=O)N2CCN(c3ccccc3F)CC2)cc1	-1
O=C(Cc1ccccc1)Nc1sc2c(c1C(=O)Nc1ccccc1Cl)CCC2	-5
Cc1ccc(N2CCN(C(=O)c3ccc(Nc4nc5ccccc5n5nnnc45)cc3)CC2)c(C)c1	6
CCn1c(=O)c(=O)n(CC)c2cc(N3CCCCC3)c(NC(=O)c3ccc(OC)c(OC)c3)cc21	9
CCOc1ccc(NC(c2ccc(Cl)cc2)c2nnc(-c3cccc(F)c3)o2)cc1 (stereo not drawn)	?
COc1ccc(C(=O)Nc2ccc(-c3nc4ncccc4o3)cc2)cc1	-3
COC(=O)c1c(C)oc2ccc(N(C(=O)c3ccncc3)S(=O)(=O)c3ccc(OC)cc3)cc12	-4
Cc1c(NC(=O)c2ccc(Br)o2)cccc1-c1nc2ccccc2o1	-2
COC(=O)C(Cc1c[nH]c2ccccc12)NC(=O)COc1ccc(Cl)cc1Cl (stereo not drawn)	-3
O=S(=O)(c1ccccc1)n1nc(-c2ccc(Cl)cc2)nc1NCc1ccccc1	-1
Cc1cccc(NC(=O)CSc2nnc3scc(-c4ccccc4)n23)c1	-2
Cc1cc(C)cc(OCC(=O)N(Cc2ccc(Cl)cc2)C2CCS(=O)(=O)C2)c1 (stereo not drawn)	-7
Fc1ccc(Nc2nc3ccccc3c3nncn23)c(Cl)c1	3
COc1ccc(Br)c(C(=O)Nc2cc3c(cc2N2CCOCC2)n(C)c(=O)n3C)c1	10
CCc1ccc(Oc2c(C(F)(F)F)oc3c(CN4CCN(CC)CC4)c(O)ccc3c2=O)cc1	3
Cc1ccc(C)c(NS(=O)(=O)c2ccc3c4c(cccc24)C(=O)N3)c1	3
O=C(Nc1ccccc1C(F)(F)F)C1CCN(S(=O)(=O)c2ccccc2)CC1	-1
COc1ccc(NC(=O)CSc2nc(-c3ccco3)cc(C(F)(F)F)n2)cc1	9
Cc1ccc(OCC(=O)OC2=C(C(=O)c3ccccc3)N(C)S(=O)(=O)c3ccccc32)cc1	-9
Cc1ccc(-n2c(/C=C/c3c(C)n(C)c4ccccc34)nc3ccccc3c2=O)cc1	-5
COc1ccccc1NC(=O)C1=C(C)Nc2ncnn2C1c1ccccc1C(=O)O (stereo not drawn)	-6
CCOC(=O)c1cnc2c(ccc3ccccc32)c1Nc1ccccc1OCC	2
Cc1ccc2oc(-c3ccc(Cl)c(NC(=O)Cc4ccccc4)c3)nc2c1	3
COc1ccc(Br)cc1C(=O)Nc1ccc2oc(-c3cccnc3)nc2c1	?
COc1cc2ccccc2cc1C(=O)Nc1ccc2oc(-c3cccc(Cl)c3Cl)nc2c1	-3
Cc1cc(-c2ccccc2)n2nc(-c3ccccc3)cc2n1	-1
CCCOc1ccc(C2c3c(oc4ccc(F)cc4c3=O)C(=O)N2CCc2ccc(OC)cc2)cc1 (stereo not drawn)	?
CC1CCC(C(=O)NC(C(=O)OCC(=O)c2ccccc2)C(C)C)CC1 (stereo not drawn)	-2
COc1cc(C(=O)Nc2ccc3oc(-c4ccc(C)c(Br)c4)nc3c2)cc(OC)c1OC	-3
Cc1ccc(C(=O)Nc2ccc(F)cc2)cc1S(=O)(=O)N1CCCCCC1	7
Cc1cc(C)cc(Nc2nc3cc(Cl)c(Cl)cc3nc2-n2nc(C)cc2C)c1	-11
Cc1cc(OCC(=O)Nc2c(C(=O)c3ccccc3)oc3ccccc23)cc(C)c1Cl	-6
CCOc1ccccc1C(=O)Nc1ccc(S(=O)(=O)Nc2nc(C)cc(C)n2)cc1	9
CCSc1nnc2c(n1)OC(c1ccc(C)cc1)N(C(C)=O)c1ccccc1-2 (stereo not drawn)	10
CCOc1c(Br)cc(C2CC(=O)Nc3cc4c(cc32)OCO4)cc1OC (stereo not drawn)	6
Cc1cccc(OCC(=O)Nc2ccc(Cl)c(-c3nc4ncccc4o3)c2)c1C	-8
Cc1nc2nc(C)c(NS(=O)(=O)c3ccc(CC(C)C)cc3)c(=O)n2[nH]1	8
CCC1CCCCN1C(=O)CSc1nnc(-c2ccc(OC)c(OC)c2)o1 (stereo not drawn)	7
Cc1cccc(Nc2ncc(NC(=O)c3cccc(F)c3)c(Nc3cccc(C)c3)n2)c1	-3
CC(C)(C)c1ccc(-c2nc3cc(NC(=O)c4cccc(Br)c4)ccc3o2)cc1	-7
CC(C)(C)c1ccc(OCc2nc3ccccc3n2CCOc2ccccc2)cc1	?
COC(=O)c1c(NC(=O)c2cccc(OC)c2)sc2c1CCC(C(C)(C)C)C2 (stereo not drawn)	-8
NC(=O)c1ccccc1NC(=O)c1ccc(-c2ccc(Br)cc2)o1	?
Cc1ccc(NC(=O)c2ccc(Br)cc2)c(C(=O)c2ccccc2)c1	6
Cc1ccc(Cl)cc1N1CCN(S(=O)(=O)c2ccc3oc(=O)c4ncn(C)c4c3c2)CC1	-1
Cc1ccc(N2C(=O)c3oc4cc(C)c(C)cc4c(=O)c3C2c2cccc(O)c2)nc1 (stereo not drawn)	-1
CCC1=Nc2cc(C(=O)NCCCOC)ccc2Sc2ccc(Br)cc21	10
Cc1ccc(C(=O)Nc2ccc3oc(-c4ccc(C(C)(C)C)cc4)nc3c2)cc1	-3
COc1ccc(NC(=O)c2sc3nc4c(cc3c2N)CCCCCC4)cc1OC	-1
Cc1ccc(C(=O)Nc2sc3c(c2C(=O)NCc2ccco2)CCC(C(C)(C)C)C3)cc1 (stereo not drawn)	1
CCc1nn2c(=O)c(S(=O)(=O)Nc3ccc(C)cc3C)c(C)nc2s1	6
Cc1ccc(NC(=O)c2c(NC(=O)C(F)(F)F)sc3c2CCCCC3)cc1	-1
Next part
SMILES	IMPase inh
CCCN1C(=O)C(O)(CC(=O)c2ccc(OC)c(OC)c2)c2ccccc21 (stereo not drawn)	1
CCOC(=O)c1cnc2c(C)cccc2c1Nc1ccc(OC(C)C)cc1	4
O=C(CN(CCc1ccccc1)S(=O)(=O)c1ccccc1)NCc1ccc(Cl)cc1	?
CC(C)c1ccc(NC(=O)c2cnn3c(C(F)F)cc(-c4ccccc4)nc23)cc1	?
CCCCN(CCCC)c1nc(-c2ccccc2)nc2ccccc12	0
Cc1nc2scc(C)n2c(=O)c1S(=O)(=O)N1CCN(c2cccc(C(F)(F)F)c2)CC1	1
COc1ccccc1OCCCCn1c(-c2ccc(Cl)cc2)nc2ccccc2c1=O	0
Cc1c(C(=O)OCc2ccccc2)[nH]c2c1C(=O)CC(c1ccc(Cl)cc1)C2 (stereo not drawn)	9
Cc1ccc(S(=O)(=O)N(CCc2ccccc2)CC(=O)Nc2ccc(Br)cc2)cc1	1
Cc1ccc2nc(/C(C#N)=C/c3ccc(-c4cccc(Cl)c4)o3)[nH]c2c1	-11
O=S(=O)(Nc1cccc(C(F)(F)F)c1)c1ccc(NS(=O)(=O)c2ccc3c(c2)OCCO3)cc1	6
COc1ccc(CCCc2nnc(SCC(=O)Nc3ccc(C)cc3C)o2)cc1	-2
CC(C)(C)C(=O)Nc1ccc(-c2nc3ccc(NC(=O)C(C)(C)C)cc3[nH]2)cc1	-15
O=c1oc2ccccc2c(N2CCN(c3ccccc3F)CC2)c1CN1CCCC1	?
CCCC1=Nc2cc(C(=O)NCc3ccc(OC)cc3)ccc2Sc2ccc(C)cc21	8
O=C(CCCn1c2ccccc2c(=O)c2ccccc21)Nc1ccc(F)cc1Cl	5
COCCCNc1nc2c(c(=O)[nH]c(=O)n2C)n1CC(O)COc1ccc(Cl)cc1 (stereo not drawn)	4
CCN1CCN(c2ccc(NS(=O)(=O)c3c(C)nc4sccn4c3=O)cc2Cl)CC1	?
O=C(c1cccs1)c1cn(CCOc2ccc(F)cc2)c2ccccc12	-2
CCOC(=O)Cc1cc(C(=O)Nc2ccc(Br)cc2)sc1-c1ccc(C)cc1	-2
COc1ccc(CCn2c3c(c(=O)[nH]c2=O)C(NC(=O)c2ccc(Cl)cc2)(C(F)(F)F)C(=O)N3)cc1OC (stereo not drawn)	3
COc1ccc(C2C(C(=O)Nc3cccnc3)=C(C)Nc3nc(-c4ccc(OC)c(OC)c4)nn32)cc1 (stereo not drawn)	4
Cc1cc(C(F)F)n2nc(C(=O)Nc3c(C)cccc3C)nc2n1	2
Cc1ccc(-c2nnc(Nc3cccc(Cl)c3)c3ccccc23)cc1S(=O)(=O)N1CCN(C)CC1	6
COC(=O)c1ccc([C@@H]2Nc3c(cccc3C(F)(F)F)[C@@H]3C=CC[C@@H]32)cc1	3
Cc1cc(C)n(-c2nc3ccccc3nc2N2CCN(c3cccc(C(F)(F)F)c3)CC2)n1	-7
CCCc1nc2ccccc2n1CC(O)COc1ccc(C(=O)OC)cc1 (stereo not drawn)	9
COc1ccc2c(C)cc(SCC(=O)Nc3nsc(-c4ccc(C(C)(C)C)cc4)n3)nc2c1	-5
COCCNc1nc2c(c(=O)n(C)c(=O)n2C)n1Cc1c(F)cccc1Cl	6
Cc1cccc(Nc2nc3ccccc3n3c(N)nnc23)c1	7
COc1ccc(N(CC(=O)Nc2cc(C)ccc2C)S(=O)(=O)c2ccc(OC)c(OC)c2)cc1	-8
CCOC(=O)/C(C#N)=C/c1ccc(-c2ccc(C)cc2)o1	-2
CCOc1ccccc1NC(=O)c1c(NC(=O)c2ccccc2C)sc2c1CCC(C)C2 (stereo not drawn)	-7
COc1cccc(-c2nc(-c3ccc(-c4ccccc4)nc3OC)no2)c1	1
COc1cc(OC)c(Nc2cc(C)nc3ncnn23)cc1Cl	-1
COc1cc(NC(=O)c2nc3cc(C)c(C)cc3n(C)c2=O)cc(OC)c1OC	-5
Cc1ccc(NC(=O)/C=C/c2ccccc2)c(Br)c1	2
Cc1noc(C)c1S(=O)(=O)N1CCC(C(=O)N2CCN(c3ccccc3)CC2)CC1	10
CCCOc1ccc(-c2nc3ccccc3c(=O)o2)cc1	3
COc1ccc(OC)c(NC(=O)N2c3ccccc3Sc3ccccc32)c1	1
CCc1cccc(CC)c1N(COC)C(=O)Cn1c(CC)nc2ccccc21	13
CCOC(=O)C1CCN(c2cc3c(cc2NC(=O)c2ccc(OC)c(OC)c2)n(C)c(=O)n3C)CC1	3
COc1cc(OC)c(Nc2nc3ccccc3nc2-n2nc(C)cc2C)cc1Cl	5
Cc1ccccc1-c1nc2cc(NC(=O)c3cccc(OCCC(C)C)c3)ccc2o1	-1
Cc1ccc(F)cc1NC(=O)CSc1nc(-c2cccs2)cc(C(F)(F)F)n1	-2
CCOC(=O)c1ccc2ncc(C(=O)OCC)c(Nc3ccc(C)c(Br)c3)c2c1	0
Cc1cccc(C(CC(=O)NCC2(c3ccccc3)CCCC2)c2ccccc2)c1O (stereo not drawn)	16
Cc1c(Cl)cccc1NC(=O)CN(CCc1ccccc1)S(=O)(=O)c1ccccc1	-5
CCc1ccc(NC(=O)C2CCCN(S(=O)(=O)c3cccc4nonc34)C2)cc1 (stereo not drawn)	-4
Cc1cc2nnc(SCc3ccc(F)cc3)n2c2ccccc12	-1

Among those listed so far, 13 have bromine:
SMILES	IMPase inh
Cc1c(NC(=O)c2ccc(Br)o2)cccc1-c1nc2ccccc2o1	-2
COc1ccc(Br)c(C(=O)Nc2cc3c(cc2N2CCOCC2)n(C)c(=O)n3C)c1	10
COc1ccc(Br)cc1C(=O)Nc1ccc2oc(-c3cccnc3)nc2c1	?
COc1cc(C(=O)Nc2ccc3oc(-c4ccc(C)c(Br)c4)nc3c2)cc(OC)c1OC	-3
CCOc1c(Br)cc(C2CC(=O)Nc3cc4c(cc32)OCO4)cc1OC (stereo not drawn)	6
CC(C)(C)c1ccc(-c2nc3cc(NC(=O)c4cccc(Br)c4)ccc3o2)cc1	-7
NC(=O)c1ccccc1NC(=O)c1ccc(-c2ccc(Br)cc2)o1	?
Cc1ccc(NC(=O)c2ccc(Br)cc2)c(C(=O)c2ccccc2)c1	6
CCC1=Nc2cc(C(=O)NCCCOC)ccc2Sc2ccc(Br)cc21	10
Cc1ccc(S(=O)(=O)N(CCc2ccccc2)CC(=O)Nc2ccc(Br)cc2)cc1	1
CCOC(=O)Cc1cc(C(=O)Nc2ccc(Br)cc2)sc1-c1ccc(C)cc1	-2
Cc1ccc(NC(=O)/C=C/c2ccccc2)c(Br)c1	2
CCOC(=O)c1ccc2ncc(C(=O)OCC)c(Nc3ccc(C)c(Br)c3)c2c1	0
